# Source: PubChem (University of Kansas High Throughput Screening Laboratory)
# Pf apPOL block – Pf-apPOL DNA polymerase inhibition | Recombinant Pf-apPOL, molecular beacon fluorescence, 1.5 h | inhibition, % at 10 µM | AID 1794808 | hit rate 0.25% among 210,000
# mHTT CaM bind – mHTT-calmodulin interaction abrogation | P42858 | hit rate 3.6% among 190,000 | AlphaScreen His-mHTT/GST-CaM binding, luminescence | inhibition, % at 15 µM;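 further: 0% = both proteins with DMSO and 100% = one protein alone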
# * marks the source's active call; other numbers are inactive results; · = not tested or not shown; & = joins results of further samples. No stated cut-off is given here; in the data, active means inhibition above about 50%; inactive means the rest. Not all compounds are listed; the hit share may differ from the screen's.
# Value order: Pf apPOL block, mHTT CaM bind
- COc1ccc(-c2ccc(CN3C(C(C)C)C(=O)N(Cc4cn(CC5CCCCC5)nn4)CCS3(=O)=O)cc2)cc1OC (stereo unspecified)
→ -5, 42
- CS(=O)(=O)c1ccc(-c2nnc(SCc3ccc([N+](=O)[O-])cc3)o2)cc1
→ -1, -4
- COc1ccc(Cl)cc1NC(=O)CC(C)C
→ 9, -11
- CCN1CCn2cc(S(=O)(=O)N3CCN(c4ccccc4)CC3)cc2C1=O
→ 0, 3
- Cc1noc(C)c1C1CCCN1C(=O)c1ccccc1 (stereo unspecified)
→ 1, -4
- CC1(C)C(C=C(Cl)Cl)C1C(=O)Nc1cccc(C(=O)O)c1 (stereo unspecified)
→ -6, -3
- O=c1ccc(-c2noc(-c3cccc(Cl)c3)n2)c[nH]1
→ 1, -6
- CC1=NS(=O)(=O)N(C)C=C1C(=O)OCc1ccc(Cl)cc1
→ -2, -16
- O=C(Nc1ncn[nH]1)c1ccc2nc(-c3ccco3)c(-c3ccco3)nc2c1
→ 8, 34
- Clc1ccc(OCc2ccc(-c3csnn3)cc2)cc1
→ -7&-10, ·
- O=c1cc(CN2CCCCC2)c2ccccc2o1
→ -4, -11
- O=S(=O)(N=S(N1CCCCC1)N1CCCCC1)c1ccccc1
→ -4, 1
- CC(=O)NC(=Cc1ccc(OC(C)C)cc1)C(=O)O
→ 5, ·
- CCCCOc1ccc(C(=O)N2CCCCC2CCN2CCOCC2)cc1 (stereo unspecified)
→ -11, 13
- N#Cc1c(-c2ccccc2)oc2c1C(=O)c1ccccc1C2=O
→ -1, 22
- CC(=O)COc1ccc2c(C)c(Cc3ccccc3)c(=O)oc2c1
→ 3, 12
- Cc1ccc(C(=O)Nc2ccc(Cl)c(Cl)c2)c(Cl)c1
→ -9, -13
- CCCS(=O)(=O)N1CCN(C2Cc3ccccc3C2)CC1
→ -4, -1
- Cc1nnc(SCc2ccc(Cl)c(Cl)c2)[nH]c1=O
→ -31, -3
- O=C(Cc1ccc(Br)cc1)NCc1cccnc1
→ -11, -5

# A second format for four compounds above:
molecule | Pf apPOL block | mHTT CaM bind
CC(=O)COc1ccc2c(C)c(Cc3ccccc3)c(=O)oc2c1 | 3 | 12
Cc1ccc(C(=O)Nc2ccc(Cl)c(Cl)c2)c(Cl)c1 | -9 | -13
CCCS(=O)(=O)N1CCN(C2Cc3ccccc3C2)CC1 | -4 | -1
Cc1nnc(SCc2ccc(Cl)c(Cl)c2)[nH]c1=O | -31 | -3

# Later entries:
# Value order: Pf apPOL block, mHTT CaM bind
- Cc1ccc(-n2c(SCC(=O)NCc3ccco3)nc3n[nH]c(C)c3c2=N)cc1C
→ 2, 49
- COc1ccc(NC(=O)N2CCc3c(c(COc4ccc(F)cc4)nn3C)C2)cc1F
→ -3, 35
- Cc1cc(OC(=O)c2ccc(OC(C)C)cc2)c([N+](=O)[O-])c(=O)[nH]1
→ -10, 46
- CCN(C)C(=O)c1ccccc1N1CCC(N)CC1
→ -6, 9
- COc1ccccc1N1CCN(C(=O)c2sc3cccc(F)c3c2OC)CC1
→ -8, 78*
- Cc1cc(C)cc(NC(=O)CN(c2ccccc2)S(=O)(=O)c2ccccc2[N+](=O)[O-])c1
→ 4, 17
- Cc1cc(-c2ccccc2)c2c3c(cn2n1)c(=O)n(C)c(=O)n3C
→ 5, 3
- O=C(NCC1CCN(C(=O)Oc2ccccc2)CC1)Nc1ccccc1Cl
→ -8, -10
- COc1ccc(OC)c(-c2c(C)c3cc(OCC(N)=O)ccc3oc2=O)c1
→ -9, 2
- CCCCc1ncc(CO)[nH]1
→ -8, ·
- Cc1c(F)cccc1NC(=O)C(C)Oc1ccc(Cl)cc1Cl (stereo unspecified)
→ -7, -5
- COc1ccc2oc(=O)c(-c3ccc(OC)c(OC)c3)c(C)c2c1
→ -5, -5
- NC(=O)CSc1nc2ccccc2n1CCO
→ 5, -3
- Cn1c(CNc2ccc(Cl)cc2[N+](=O)[O-])c(C#N)c2ccccc21
→ -4, 20
- CC(C)c1ccc(NS(=O)(=O)c2cccs2)cc1
→ -1, -11
- COc1cccc(CN2CCN(Cc3ccc(F)cc3)CC2)c1OC
→ 0, 0
- C[C@@H]1CCN(C2CC2)S(=O)(=O)c2ccc(N3CCC[C@@H]3CO)cc2O1
→ -6, -6
- CCCCCCN1CCN(C2CN(CCc3ccccc3)S(=O)(=O)C2)CC1 (stereo unspecified)
→ -4, 4
- Cc1ccc(-c2nc(C#N)c(NC3CCCCC3)o2)cc1
→ 3, 3
- O=S1(=O)N[C@H](Cc2ccccc2)COc2cccc(N3CCC[C@H]3CO)c21
→ -5, 8
- O=C(NC1CCCCC1)C1CC(=O)N(Cc2cccc(Br)c2)C1 (stereo unspecified)
→ 1, 2
- O=C(Nc1ccccc1)C1CCN(c2ccccc2F)C1=O (stereo unspecified)
→ -2, -6
- Cn1nc(-c2nc(-c3ccccc3F)no2)c2c1CCN(C(=O)Cc1cccc(F)c1)C2
→ 0, 15
- COc1ccc(N=c2oc3ccccc3cc2C(=O)Nc2ccccc2OC)cc1
→ -6, 5
- O=C(Nc1sc2c(c1C(=O)NC1CCS(=O)(=O)C1)CCCC2)c1cccs1 (stereo unspecified)
→ -4, -11
- CC1CN=C2C(N3CCN(C(=O)CCc4ccccc4)CC3)=NC=CN21 (stereo unspecified)
→ -9, 12
- O=C(CN1CCCC1=O)NC1C2CC3CC(C2)CC1C3 (stereo unspecified)
→ -1, -7
- Cc1ccc(CN2CCN(C3CCN(C(=O)Nc4ccc(Cl)cc4)CC3)C2=O)cc1
→ 0, 1
- NC1=NC(=O)CC(C(=O)Nc2ccc(Br)cc2)S1 (stereo unspecified)
→ -2, 0
- CN1CCN(c2ncncc2N2CCC(C(=O)NCc3ccc(N(C)C)cc3)CC2)CC1
→ -1, 0
- CC1OS(=O)OC1(c1ccccc1)c1ccccc1 (stereo unspecified)
→ -4, -16
- CCC(C)c1ccc(NC(=O)CCC(=O)O)cc1 (stereo unspecified)
→ -3, -1
- CCN1c2ccccc2C(=O)NC12CCN(C(=O)NCCc1ccccc1)CC2
→ -2, -2
- O=C(OCCOc1ccc(Cl)cc1Cl)c1ccc([N+](=O)[O-])o1
→ -2, ·
- CC(=O)Nc1cccc(NC(=O)c2ccc(Br)cc2)c1
→ -2, -1
- Cc1ccc(C(=O)N2CCC(CC(=O)NCCc3c(C)noc3C)CC2)cc1
→ -8, 0
- COc1ccc(S(=O)(=O)N2CC3CN(C(=O)c4ccc(C#N)cc4)CC(C2)O3)cc1
→ -10, 1
- O=C(Nc1ccc(F)cc1)N1CCC(N2CCN(Cc3ccc(F)cc3)C2=O)CC1
→ 3, -5
- Ic1ccc(-c2csc(Nc3ccc4c(c3)OCO4)n2)cc1
→ -3, 62*
- CN(C(=O)c1cccc([N+](=O)[O-])c1)c1ccccc1
→ 3, 3
- Cc1cc(/C=C2\SC(=O)N(Cc3ccc(Cl)cc3)C2=O)c(C)n1-c1cccnc1
→ -2, 35
- CSc1ccc(-c2nc3cnccn3c2Nc2ccc(F)cc2)cc1
→ -1, 1
- Cc1ccc(CNC(=O)c2cc3c(s2)CCN(C(=O)c2ccc(Cl)cc2)C3)o1
→ -1, 3
- COC(=O)CSc1nnc(-c2cccs2)o1
→ ·, -8
- CC(=O)OCC(=O)C1CCC2C3CC=C4CC(O)CCC4(C)C3CCC12C (stereo unspecified)
→ 1, -6&-6
- CCc1noc(-c2cccnc2N2CCCN(C(=O)NCc3ccc(C)cc3)CC2)n1
→ -6, 1
- CCC1CCC(N(CC)CCN(C)C)CC1 (stereo unspecified)
→ 2, -6
- Cc1ccc(NC(=O)Cn2c(=O)n(C3CCCCC3)c3ncccc32)cc1
→ 7, 6
- COCCNC(=O)C1(C)CCC(=O)N1Cc1cccc(Cl)c1 (stereo unspecified)
→ -6, -4
- COc1cccc(C(=O)Nc2c3c(nn2-c2cccc(C)c2C)CS(=O)C3)c1OC (stereo unspecified)
→ 1, 6
- O=C(Cc1ccccc1Cl)N1CCN(c2nc(CN3CCOCC3)cs2)CC1
→ -1, 8
- CCCN(C)C1CN(Cc2cn(Cc3cccc(C(F)(F)F)c3)nn2)S(=O)(=O)C1 (stereo unspecified)
→ -6, -8
- COc1ccc(OC)c(/C=c2\sc3nc(-c4ccc(C)cc4)nn3c2=O)c1
→ 14, 4
- CCOC(=O)c1cn(C2CN(S(=O)(=O)Cc3ccc(Cl)cc3)C2)nn1
→ -5, -11
- COc1cc2c(cc1OC)C1=NNC(=O)C1=NC(C)(C)C2
→ 2, 5
- CCc1cnc2c(c1OC)c(=O)n(Cc1ccccc1F)c(=O)n2C
→ -1, -2
- COc1cc(NC(=O)c2ccc(C)c(Cl)c2)cc(OC)c1
→ -3, -22
- O=C(c1ccc2nc3ccc(Cl)cc3c(=O)n2c1)N1CCN(c2ccc(Cl)cc2)CC1
→ -3, 9
- COc1cc(Nc2ncc3c(n2)CCN(Cc2cccc(C)c2)C3)cc(OC)c1
→ 0, 25
- O=C(CS(=O)(=O)c1ccc(Cl)cc1)NOC(=O)c1ccc(Cl)cc1
→ 0, ·

# Next part:
# Value order: Pf apPOL block, mHTT CaM bind
- CCN1CCN(C2CCN(C(=O)c3cccc(C)c3)CC2)C1=O
→ -7, -10
- Cc1ccsc1C(=O)N1CCC2(CC1)NC(=O)N(Cc1cccc(Cl)c1)C2=O
→ -4, 9
- Cc1nc(C(F)(F)F)ccc1-c1nnc(SCCCN2C(=O)c3ccccc3C2=O)o1
→ 6, ·
- Cc1nc2sc(-c3ccccc3)cc2c(=O)o1
→ -2, ·
- O=C(NCc1ccccn1)c1nc(-c2ccc(Cl)cc2)n2c1CCCCC2
→ -1, 54*
- Cc1ccc(CNC(=O)COc2cc(C)nc(N3CCCCC3)n2)cc1
→ 0, -4
- Cc1cc(C)n(-c2cc(N3CCN(S(=O)(=O)c4cc(F)ccc4C)CC3)nc(C)n2)n1
→ 2, -3
- CC(=O)Nc1ccc(CN2CCCN(C)CC2)cc1
→ 3, -4
- O=C(Nc1ccc(Cn2cncn2)cc1)c1ccc(Br)o1
→ 2, -15
- CCOC(=O)c1ccccc1NC(=O)CSc1nnc(-c2c[nH]c3ccccc23)n1C
→ -11, 1
- CC1CCC2(CC1)OCC(C(=O)NCc1ccncc1)N2C(=O)c1ccc(F)cc1 (stereo unspecified)
→ 1, 3
- O=C(O)c1cccnc1N1CCCCC1
→ -1, -4
- C=CCNC(=O)C12CC3CCC1(C)C3(C)CO2 (stereo unspecified)
→ -3, -1
- CCOC(=O)CC(=O)CSc1ccc2nnc(-c3ccccn3)n2n1
→ 2, 83*
- COc1ccc([N+](=O)[O-])cc1NC(=O)CCc1nc(-c2ccccc2F)no1
→ -4, 3
- CCn1c(C2CCN(S(=O)(=O)c3c(C)nn(C)c3C)C2)nc2cccnc21 (stereo unspecified)
→ -6, 1
- Cc1cccc(CN2CCCn3nc(C(=O)NCCSCc4ccco4)cc3C2=O)c1
→ -4, 37
- CCOc1ccc(C(O)C[N+](=O)[O-])cc1OCC (stereo unspecified)
→ 4, 1
- Cc1ccccc1NCN1C(=O)c2ccc(Br)cc2C1=O
→ 2, 10
- CCOc1cc(C=Nc2sc3c(c2C#N)CCCC3)ccc1O
→ -9, 50
- O=C1CCC(c2ccccc2)C(O)=C1C=Nc1cccnc1 (stereo unspecified)
→ 2, ·
- COCCCNC(=S)N1CCN(c2ccccc2OC)CC1
→ -7, ·
- CCC(C)n1c(=N)c(S(=O)(=O)c2ccc(C)cc2)cc2c(=O)n3ccccc3nc21 (stereo unspecified)
→ -6, -1
- COc1cc(NS(=O)(=O)c2ccc(NC(=O)c3ccccc3OC)cc2)nc(OC)n1
→ -5, 25
- Cc1[nH]c2ccccc2c(=O)c1CN(C)C
→ 0, -4
- Cc1cccc(NC(=O)Cn2c(C)nc(C)c(C)c2=O)c1
→ -5, -2
- Cc1cc(OC(=O)c2ccc3c(c2)OCO3)cc2c1C(=O)C(=Cc1ccncc1)O2
→ -2, -1
- COc1ccccc1-c1nc2cc(N=Cc3cc([N+](=O)[O-])ccc3O)ccc2o1
→ 5, -2
- COc1ccc(Cl)cc1NC(=O)CCC1CCCC1
→ 3, -73
- O=C1c2ccccc2C(=O)N1CN1CCCCCC1
→ 2, -1
- Cc1cc(C)cc(S(=O)(=O)N2CCC(C(=O)NCc3cscn3)CC2)c1
→ -1, -2
- Cn1c(NCCO)nc2c(c1=O)C1(CCCC1)Cc1ccccc1-2
→ -3, 35
- O=C(Nc1ccc(F)cc1)Nc1nnc(/C=C/c2ccccc2Cl)s1
→ 0, 10
- Cc1cccc(C(C)(C)C)c1OCCN1CCOCC1
→ -7, 0
- CSc1ccccc1NC(=O)c1cccc(Br)c1
→ 10, -22
- CCCCCCNC(=O)c1c[nH]c2ccc(S(=O)(=O)N(C)c3ccccc3C)cc2c1=O
→ -10, 3
- CC(C)CC(=O)N1CCC(COc2ccccc2C(=O)NC2CC2)CC1
→ 15, -5
- CCN(CC)S(=O)(=O)c1ccc(NC(=O)COc2ccc([N+](=O)[O-])cc2)cc1
→ -3, -2
- COc1ccc(-c2nn(C)c(=O)c3ccccc23)cc1NC(=O)COc1ccccc1
→ -1, 1
- Cc1ccc(NC(=O)CCCC(=O)O)nc1
→ -2, 4

# An excerpt from above in order of molecular weight, low to high.
# Value order: Pf apPOL block, mHTT CaM bind
- COc1cc(NC(=O)c2ccc(C)c(Cl)c2)cc(OC)c1
→ -3, -22
- COc1cccc(CN2CCN(Cc3ccc(F)cc3)CC2)c1OC
→ 0, 0
- Cc1ccccc1NCN1C(=O)c2ccc(Br)cc2C1=O
→ 2, 10

# (continued)
# Value order: Pf apPOL block, mHTT CaM bind
- C#CCN1C(=O)C(O)(CC(=O)c2cccc(Br)c2)c2ccccc21 (stereo unspecified)
→ 0, 5
- CC(=O)N(c1ccc(C)cc1)C1CC(=O)N(c2ccc(C)cc2)C1=O (stereo unspecified)
→ 0, -1
- O=C(c1csc(-c2ccc(N3CCOCC3)nc2)n1)N1CCCCC1
→ -2, 3
- CCC1CN(C(=O)NCc2ccc(C)cc2)c2ccccc2O1 (stereo unspecified)
→ -2, -17
- CC(C)n1cc2cc(C(=O)N3CCSCC3)sc2c1
→ -1, 18
- O=S1(=O)CC(O)c2cc(Br)ccc2N1Cc1cccc(F)c1 (stereo unspecified)
→ -3, -7
- Cn1c(=O)c2c(nc(Cl)n2CCc2ccccc2)n(C)c1=O
→ 0, 2
